Assay outcomes deposited in PubChem by School of Medicine, Boston University.
PL synth Enamine: blocks phospholipid synthesis in CHO cells, Enamine compounds; ZR-82 CHO cells, pyrene fatty acid UV survival, CellTiter Blue; peroxisome-deficient CHO-K1 mutant line; plus DGAT-1, DGAT-2 and ACAT inhibitors; calls only at 10 µM; 20,000 compounds, 0.4% hits;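 active = cell survival signal 2 SD away from solvent-only control wells, confirmed on one or two retests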;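 also: 3 h compound exposure then viability read about one day after UV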
Calls only; i = inactive. These rows are one share of the data; count on the stated rates, not on these rows.

Molecule	PL synth Enamine
CN1/C(=C2/C=NN(C)P2(=S)N2CCOCC2)C(C)(C)c2ccccc21 (stereo unspecified)	i
CN(C)c1ccc(/C=C2\CC3C4CC=C5CC(O)CCC5(C)C4CCC3(C)C2=O)cc1 (stereo unspecified)	i
CCN(CC)P1(=S)/C(=C2\N(C)c3ccccc3C2(C)C)C=NN1C (stereo unspecified)	i
CNC(=O)C(Cl)(Cl)Cl	i
CN(C)P1(=S)C2=C(N3CCCCC3)CC(C)(C)CC2=NN1c1ccccc1 (stereo unspecified)	i
CN1CCN(P(=O)(/C=C(\Cl)c2ccccc2)/C=C(\Cl)c2ccccc2)CC1	i
NC(N)=NC(N)=NCc1cccnc1	i
N=C1c2ccccc2CN1CC(F)(F)F	i
O=P(NCc1ccccc1)(Oc1ccccc1)Oc1ccccc1	i
Cc1sc2ncnc(N3CCN(C)CC3)c2c1C	i
Cc1c(NP(=O)(C(C)(C)C)C(C)(C)C)c(=O)n(-c2ccccc2)n1C	i
Cc1ccc(Cn2ccsc2=N)cc1	i
NC(=O)CN1CCCC1=O	i
c1ccc(C(SCc2cccc3ccccc23)c2ccccc2)cc1	i
CCCCOCCCN1C(C)=CC(=C2C(=O)NC(=S)NC2=O)C=C1C	i
CCC1=NP(N2CCN(C)CC2)(N2CCN(C)CC2)=NC(N2CCN(C)CC2)=C1C	i
CN1CCN(c2ccc(C(F)(F)F)cn2)CC1	i
FC(F)(F)c1cccc(NNP(=S)(Oc2ccccc2)Oc2ccccc2)c1	i
CCOP1(=S)C2=C(N3CCOCC3)CC(C)(C)CC2=NN1c1ccccc1 (stereo unspecified)	i
CC12CCC(O)CC1=CCC1C2CCC2(C)C(O)/C(=C/c3ccc([N+](=O)[O-])cc3)CC12 (stereo unspecified)	i
CCN(CC)P(=S)(c1ccc(N=CN(C)C)c2ccccc12)N(CC)CC	i
O=c1[nH]ncc(N2CCOCC2)c1Cl	i
Nc1c([N+](=O)[O-])cc(Cl)cc1[N+](=O)[O-]	i
S=P1(OCC2CCCO2)C2=C(N3CCCC3)CCCC2=NN1c1ccccc1 (stereo unspecified)	i
N=c1c2c3c(sc2ncn1Cc1ccco1)CCCC3	i
O=C(C[N+]12CCN(CC1)CC2)Nc1ccc2c(c1)OCCO2	i
O=P(C=C(Cl)c1ccccc1)(/C=C(\Cl)c1ccccc1)Nc1c(Cl)cccc1Cl	i
CN1C2=[N+](CCCCC2)CC1(O)c1ccccc1 (stereo unspecified)	i
CCOP(=O)(OCC)C(C)(C)NC(=O)C(Cl)(Cl)Cl	i
O=[N+]([O-])c1ccc(NS(=O)(=O)c2ccc(F)cc2)cc1C(F)(F)F	i
O=P(/C=C(\Cl)c1ccccc1)(/C=C(\Cl)c1ccccc1)Nc1ccc(F)cc1F	i
N=C1c2ccccc2CN1c1cccc(C(F)(F)F)c1	i
O=P(Nc1ccc(F)cc1)(Oc1ccccc1Cl)Oc1ccccc1Cl	i
c1ccc(-c2nc(C[N+]34CCN(CC3)CC4)cs2)cc1	i
CN=C1N=P(NC)(NC)N=C(c2ccccc2)N1	i
CN1CCN(c2ccc([N+](=O)[O-])cc2Cl)CC1	i
CC(c1ccccc1)P(C(Cl)(Cl)Cl)C(Cl)(Cl)Cc1ccccc1 (stereo unspecified)	i
CN1CCC2(CC1)CC(N)c1ccccc1O2 (stereo unspecified)	i
N=C1c2ccccc2CN1c1ccc(F)c(F)c1	i
S=P(N/N=C/c1ccccc1Cl)(c1ccccc1)c1ccccc1	i
CC1CN=C(Nc2ccc(Cl)c(Cl)c2)S1 (stereo unspecified)	i
CCN1C(=O)C(=C2C=C(C)N(Cc3ccco3)C(C)=C2)C(=O)N(CC)C1=S	i
CCC(C)(C)C1CCC(=NNP(=S)(c2ccccc2)c2ccccc2)CC1 (stereo unspecified)	i
C=CC(=O)NC(O)C(Cl)(Cl)Cl (stereo unspecified)	i
NCCc1cc(Cl)c2c(c1)OCCO2	i
O=P(Nc1ccccc1)(Nc1ccccc1)Oc1ccccc1	i
O=P(Nc1ccc(F)cc1)(OCC(F)(F)F)OCC(F)(F)F	i
Cc1c(NP(=S)(C(C)(C)C)C(C)(C)C)c(=O)n(-c2ccccc2)n1C	i
CC(O)(CNC12CC3CC(CC(C3)C1)C2)c1ccc(Cl)cc1 (stereo unspecified)	i
Cc1ccc(P(=Nc2ccc(I)cc2)(Oc2cccc(Cl)c2)C(C)(C)C)o1 (stereo unspecified)	i
Cc1nn(-c2ccccc2)c(C)c1P(=S)(c1ccccc1)N(C)C (stereo unspecified)	i
COC(=O)c1c(C)[nH]c(C(=O)C(C)[N+]23CCN(CC2)CC3)c1C (stereo unspecified)	i
Cn1cc(P(=S)(c2ccccc2)c2cn(C)c3ccccc23)c2ccccc21	i
O=c1cc(O)c2ccccc2o1	i
COc1cc(O)cc2c1C(=O)OC(C)CCCC(=O)CCC/C=C\2 (stereo unspecified)	i
O=c1[nH]c(=S)[nH]c(O)c1N=Nc1ccc2c(c1)OCCO2	i

Continuation:
Molecule	PL synth Enamine
FC(F)Oc1ccccc1/C=N/NP(=S)(c1ccccc1)c1ccccc1	i
CC1CN(P(=S)(/C=C(\Cl)c2ccccc2)/C=C(\Cl)c2ccccc2)CC(C)O1 (stereo unspecified)	i
S=P(N/N=C1\CCSC1)(c1ccccc1)c1ccccc1	i
CCCCCCCCN1C(=O)CC(=O)NC1=S	i
N=C1c2ccccc2CN1c1ccc2c(c1)OCCO2	i
CC(C)CN1C(=O)CC(=O)NC1=S	i
Cc1cc(CN2CCNCC2)on1	i
O=[N+]([O-])c1ccc(C2OCN3COCC23)cc1 (stereo unspecified)	i
C/[N+]([O-])=C\c1cccnc1	i
COc1cc(Br)c(CCN)cc1OC	i
OC(Cc1ccncc1)C(Cl)(Cl)Cl (stereo unspecified)	i
Cn1c(O)c(C=Nc2ncccn2)c(=O)n(C)c1=O	i
O=C(c1cc(Cl)c[nH]1)C(Cl)(Cl)Cl	i
CN1CCC(N(C)c2nc(-c3cccs3)nc3sc4c(c23)CCC4)CC1	i
Cc1cccc(C)c1OP(N)(=O)OCC(F)(F)F (stereo unspecified)	i
NC1CCSC1=O (stereo unspecified)	i

A draw from above in order of length of the SMILES, rising:
Molecule	PL synth Enamine
COc1cc(Br)c(CCN)cc1OC	i
OC(Cc1ccncc1)C(Cl)(Cl)Cl (stereo unspecified)	i
Cc1cccc(C)c1OP(N)(=O)OCC(F)(F)F (stereo unspecified)	i
Cn1c(O)c(C=Nc2ncccn2)c(=O)n(C)c1=O	i

Later entries
Molecule	PL synth Enamine
CN(C)c1ccc(P(=S)(N2CCCCC2)N2CCCCC2)cc1	i
O=c1oc2ccccc2c(O)c1C(c1ccccn1)c1c(O)c2ccccc2oc1=O	i
COc1ccc(NC2=NCCS2)cc1	i
O=c1[nH]c(O)c(N=Nc2ccc3c(c2)OCCO3)c(=O)[nH]1	i
Cc1ccc(P(=S)(N2CCOCC2)N2CCOCC2)o1	i
S=C(NCc1ccccc1)NNP(=S)(c1ccccc1)c1ccccc1	i
CC1CCCC(=O)CCCCCc2cc(O)cc(O)c2C(=O)O1 (stereo unspecified)	i
C1CCC(NC2CCCCC2)CC1	i
CC(C)CCn1c(CC(C)(C)C)nc2ccccc21	i
CS(=O)(=O)c1ccc(N2CCNCC2)c([N+](=O)[O-])c1	i
CCN(CC)P(=S)(c1n(C)cc[n+]1C)N(CC)CC	i

Gathered by group: the compounds so far with nitrogen in an aromatic ring
Molecule	PL synth Enamine
NC(N)=NC(N)=NCc1cccnc1	i
Cc1sc2ncnc(N3CCN(C)CC3)c2c1C	i
Cc1c(NP(=O)(C(C)(C)C)C(C)(C)C)c(=O)n(-c2ccccc2)n1C	i
Cc1ccc(Cn2ccsc2=N)cc1	i
CN1CCN(c2ccc(C(F)(F)F)cn2)CC1	i
O=c1[nH]ncc(N2CCOCC2)c1Cl	i
N=c1c2c3c(sc2ncn1Cc1ccco1)CCCC3	i
c1ccc(-c2nc(C[N+]34CCN(CC3)CC4)cs2)cc1	i
Cc1c(NP(=S)(C(C)(C)C)C(C)(C)C)c(=O)n(-c2ccccc2)n1C	i
Cc1nn(-c2ccccc2)c(C)c1P(=S)(c1ccccc1)N(C)C (stereo unspecified)	i
COC(=O)c1c(C)[nH]c(C(=O)C(C)[N+]23CCN(CC2)CC3)c1C (stereo unspecified)	i
Cn1cc(P(=S)(c2ccccc2)c2cn(C)c3ccccc23)c2ccccc21	i
O=c1[nH]c(=S)[nH]c(O)c1N=Nc1ccc2c(c1)OCCO2	i
Cc1cc(CN2CCNCC2)on1	i
C/[N+]([O-])=C\c1cccnc1	i
OC(Cc1ccncc1)C(Cl)(Cl)Cl (stereo unspecified)	i
Cn1c(O)c(C=Nc2ncccn2)c(=O)n(C)c1=O	i
O=C(c1cc(Cl)c[nH]1)C(Cl)(Cl)Cl	i
CN1CCC(N(C)c2nc(-c3cccs3)nc3sc4c(c23)CCC4)CC1	i
O=c1oc2ccccc2c(O)c1C(c1ccccn1)c1c(O)c2ccccc2oc1=O	i
O=c1[nH]c(O)c(N=Nc2ccc3c(c2)OCCO3)c(=O)[nH]1	i
CC(C)CCn1c(CC(C)(C)C)nc2ccccc21	i
CCN(CC)P(=S)(c1n(C)cc[n+]1C)N(CC)CC	i
